High-throughput results: PubChem, several laboratories
ABCG2 inh = ABCG2 efflux pump inhibitors, primary screen, multiplex with ABCB1, IgMXP3 cells, flow cytometry | Broad substrate specificity ATP-binding cassette transporter ABCG2 (Homo sapiens), Q9UNQ0 | JC-1 efflux | inhibition, % at 6.6 µM | hit rate 0.1% among 190,000 | AID 1325, 2008;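 active means inhibition above 80%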;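 further: 0% = DMSO and 100% = nicardipine control wells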
Target sequence (Q9UNQ0 whole entry, looked up): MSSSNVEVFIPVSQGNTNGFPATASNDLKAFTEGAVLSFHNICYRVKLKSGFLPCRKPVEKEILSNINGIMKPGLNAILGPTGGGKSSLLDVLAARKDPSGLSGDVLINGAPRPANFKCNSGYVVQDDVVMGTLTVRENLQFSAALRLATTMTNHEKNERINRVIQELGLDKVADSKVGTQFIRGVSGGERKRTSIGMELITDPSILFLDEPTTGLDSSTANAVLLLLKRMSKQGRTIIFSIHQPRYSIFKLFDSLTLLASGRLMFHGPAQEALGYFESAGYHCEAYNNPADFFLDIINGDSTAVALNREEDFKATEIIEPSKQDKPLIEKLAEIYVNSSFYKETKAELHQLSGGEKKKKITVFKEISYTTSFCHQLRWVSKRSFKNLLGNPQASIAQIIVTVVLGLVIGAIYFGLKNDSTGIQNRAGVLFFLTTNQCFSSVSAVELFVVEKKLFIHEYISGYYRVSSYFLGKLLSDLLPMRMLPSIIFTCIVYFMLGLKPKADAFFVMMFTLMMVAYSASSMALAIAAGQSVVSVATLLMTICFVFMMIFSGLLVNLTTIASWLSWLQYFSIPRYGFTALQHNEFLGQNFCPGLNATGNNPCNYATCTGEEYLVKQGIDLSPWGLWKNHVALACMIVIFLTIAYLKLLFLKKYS
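Test system: ABCG2 IgMXP3 and barcoded ABCB1 CCRF-Adr cell mix; Schedule: cells with compound and JC-1, 10 min at 25 °C, rotating, no wash; Technique: flow cytometry of retained JC-1 fluorescence; Measure: % inhibition of efflux relative to nicardipine and DMSO; Controls: nicardipine high and DMSO low controls.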
Mcl1-Bid inh = Mcl-1/Bid binding inhibitors, primary screen, biochemical, TR-FRET, 1536-well; Induced myeloid leukemia cell differentiation protein Mcl-1 (Homo sapiens), Q07820; TR-FRET Mcl-1/Bid-Dy647 peptide binding; inhibition, % at 21.7 µM; hit rate 0.97% among 220,000; AID 1021, 2008;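 active means compounds that cut the binding signal by more than half at the single screening dose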;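 further: His-tagged Mcl-1 with europium anti-His antibody binding Bid BH3 peptide; 0% = Mcl-1 plus peptide wells and 100% = peptide-only wells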
Avidin bead fluor = green autofluorescence of compounds with avidin beads – biophysical, 488/530 nm, flow cytometry, artefact control, profiling panel; compound fluorescence 488/530 nm; active compounds read high; fluorescence (KMESF) at 10 µM; hit rate 0.38% among 220,000; AID 1775, 2009; in the data active means fluorescence above about 47; further: inactives centre near 10
GSH bead fluor = compound fluorescence on glutathione beads, profiling panel, artefact control, biophysical, 488/530 nm, flow cytometry; GSH beads flow cytometry, compound fluorescence 488/530 nm; active compounds read high; fluorescence (KMESF) at 10 µM; hit rate 0.25% among 190,000; AID 1776, 2009; in the data active means fluorescence above about 89;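 further: glutathione beads carrying GST-tagged Bcl family fusion proteins plus one bare bead set; values are compound well signal with DMSO vehicle wells as background; inactives centre near 16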
RGS8-Gao = RGS8-Galphao binding modulators, primary screen, biochemical, multiplexed bead flow cytometry; Guanine nucleotide-binding protein G(o) subunit alpha (Homo sapiens), P09471; response (percent of control binding), % at 10 µM; hit rate 0.34% among 220,000; actives lie on both sides; in the data active means response below about 60% or above about 140%; inactive means in between;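 further: Galphao activated as the GDP aluminium fluoride complex binding bead-coupled RGS8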
Target sequence (P09471 whole entry, looked up): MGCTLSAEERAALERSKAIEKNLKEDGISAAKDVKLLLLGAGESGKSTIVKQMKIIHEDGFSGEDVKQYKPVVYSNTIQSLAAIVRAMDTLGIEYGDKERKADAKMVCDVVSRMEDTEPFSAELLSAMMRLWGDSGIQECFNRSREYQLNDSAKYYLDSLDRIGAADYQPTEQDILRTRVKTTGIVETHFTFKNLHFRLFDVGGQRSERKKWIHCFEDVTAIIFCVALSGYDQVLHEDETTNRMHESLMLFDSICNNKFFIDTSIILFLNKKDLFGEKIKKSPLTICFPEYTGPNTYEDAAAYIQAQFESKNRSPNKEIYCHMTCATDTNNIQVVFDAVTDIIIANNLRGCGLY
Mcl1 Noxa PPI = Mcl-1/Noxa binding inhibitors, primary screen, biochemical, TR-FRET, 1536-well | TR-FRET Mcl-1/Noxa peptide binding, 2 h | inhibition, % at 21.7 µM | Induced myeloid leukemia cell differentiation protein Mcl-1 (Homo sapiens), Q07820 | AID 1022, 2008 | hit rate 1.5% among 220,000;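 active means compounds that cut the protein-peptide binding signal by more than 50% relative to plate controls in a single-dose test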;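 further: His-tagged Mcl-1 with rhodamine Noxa BH3 peptide and terbium anti-His antibody; 0% = Mcl-1 plus Noxa peptide wells and 100% = peptide-only wells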
Pf gametocyte = late stage P. falciparum gametocyte viability inhibitors, primary screen, ATP luminescence, HTS; P. falciparum stage V gametocytes, 24 h; inhibition, % at 10.9 µM; hit rate 0.065% among 150,000;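 active means inhibition above the mean plus 3 SD of compounds within the control limits, set per campaign, cut at about 38% in these data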;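 further: 0% = DMSO wells and 100% = medium only without gametocytes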
RGS7-Gao reg = RGS7-Galphao binding modulators, primary screen, biochemical, multiplexed bead flow cytometry | Guanine nucleotide-binding protein G(o) subunit alpha (Homo sapiens), P09471 | actives lie on both sides | binding response (% of control), % at 10 µM | hit rate 0.35% among 220,000 | AID 1439, 2008; in the data active means binding response below about 49% or above about 150%; inconclusive means no clear call, values can overlap the other calls; inactive means in between;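 further: fluorescent Galphao held in activated GDP-AlF4 state binding bead-coupled RGS7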
Bim-Mcl-1 = inhibitors of Bim peptide binding to Mcl-1, primary screen, biochemical, bead-based flow cytometry, multiplex | Induced myeloid leukemia cell differentiation protein Mcl-1 (Homo sapiens), Q07820 | Bim peptide-Mcl-1 binding | inhibition, % at 10 µM | hit rate 0.1% among 190,000 | AID 1009, 2008; in the data active means inhibition above about 40%;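 further: 0% = no compound tracer wells and 100% = peptide blocker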
RGS4-Gao reg = modulators of RGS4 binding to Galphao, primary screen, biochemical, multiplexed bead flow cytometry. AID 1415, 2008. Guanine nucleotide-binding protein G(o) subunit alpha (Homo sapiens), P09471. actives lie on both sides. binding response (% of control), % at 10 µM. hit rate 0.33% among 220,000; in the data active means binding response below about 49% or above about 150%; inactive means in between;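 further: fluorescent Galphao activated with aluminum fluoride binding bead-coupled RGS4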
ABCB1 block = ABCB1 efflux pump inhibitors, primary screen, cell-based, multiplex, flow cytometry, ABCG2 counter-screen | CCRF-Adr cells, JC-1 efflux | AID 1326, 2008 | ATP-dependent translocase ABCB1 (Homo sapiens), P08183 | hit rate 0.067% among 190,000 | inhibition, % at 6.6 µM; in the data active means inhibition above about 40%;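 further: 0% = vehicle and 100% = reference inhibitor; higher value means more JC-1 retained so stronger ABCB1 efflux block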
* marks the source's active call; other numbers are inactive results; ? = inconclusive; . = no result given.

Every second line gives: ABCG2 inh | Mcl1-Bid inh | Avidin bead fluor | GSH bead fluor | RGS8-Gao | Mcl1 Noxa PPI | Pf gametocyte | RGS7-Gao reg | Bim-Mcl-1 | RGS4-Gao reg | ABCB1 block
1: CCN1CCN(C(C)C(=O)Nc2c(C)n(C)n(-c3ccccc3)c2=O)CC1 (stereo not given)
  4.4 | 41.3 | 12 | 28 | 100.5 | 16.6 | . | 100.4 | -3.0 | 96.5 | 0.6
2: CCCn1c(NC(=O)c2ccco2)nc2ccccc21
  -0.8 | -10.4 | 30 | 21 | 100.8 | 14.8 | . | 103.1 | 1.0 | 100.8 | -0.6
3: Cc1ccc(-c2cc(C(=O)Nc3ccc(S(=O)(=O)Nc4onc(C)c4C)cc3)c3ccccc3n2)cc1
  -9.8 | 20.3 | 16 | 14 | 101.9 | 40.9 | -1.5 | ? | 0.0 | 101.0 | -2.1
4: CC1=NN(c2ccccc2)C(=O)/C1=C\C=C\c1ccccc1
  . | 17.8 | 7 | . | 92.8 | -0.1 | -14.0 | . | . | 95.0 | .
5: Cc1ccc(NC(=O)C2CCCCC2C(=O)O)cc1C (stereo not given)
  . | -19.1 | 4 | . | 98.6 | -10.0 | 0.8 | ? | . | 97.7 | .
6: O=c1c2ccccc2nc(SCc2cc(=O)n3ccsc3n2)n1CCCO
  4.7 | -20.1 | 4 | 33 | 94.6 | 23.0 | . | 81.0 | 0.0 | 67.9 | 1.3
7: CN1CCN(C(=O)C2=C[C@@H](C3CCCCC3)C[C@@H](OCc3ccc(CO)cc3)O2)CC1
  2.1 | -11.2 | 5 | 21 | 106.4 | -14.6 | . | 107.4 | -1.0 | 108.8 | 1.5
8: O=c1oc2ccccc2n1Cc1ccccc1Cl
  4.3 | 0.6 | 12 | 19 | 121.1 | -4.8 | . | 122.2 | 0.0 | 119.7 | 1.1
9: CCc1cccc2c(=O)c(C(=O)N3CCCCCC3)c[nH]c12
  1.3 | -9.7 | 8 | 54 | 102.4 | -16.2 | 13.9 | 99.3 | 1.0 | 99.7 | 0.3
10: Cc1ccc(OCC(O)CN2CCN(Cc3ccc4c(c3)OCO4)CC2)c(C)c1 (stereo not given)
  -0.4 | 12.8 | 11 | 50 | 104.4 | -0.1 | -2.9 | 100.8 | -2.0 | 101.0 | 0.1
11: CC(Cl)C(=O)c1c[nH]c2ccccc12 (stereo not given)
  1.9 | -26.6 | 9 | 23 | 100.3 | 1.3 | . | 100.2 | 0.0 | 96.5 | 0.1
12: COc1ccc(-c2oc3ncnc(N)c3c2-c2ccccc2)cc1
  4.5 | -2.0 | 12 | 9 | 100.7 | -0.7 | 15.8 | 103.8 | 0.0 | 95.7 | 1.2
13: C=CCN1C(=O)C(Cc2cccc(Cl)c2)SC1=Nc1ccc(C(=O)O)cc1 (stereo not given)
  8.6 | -26.2 | 10 | 10 | 101.3 | 6.5 | -5.2 | 100.3 | 0.0 | 101.5 | 0.6
14: O=C(CNC(=O)OCc1ccccc1)Oc1cc2oc(=O)cc(-c3ccccc3)c2cc1Cl
  6.6 | -3.1 | 17 | 31 | 100.6 | 22.7 | . | 99.7 | -2.0 | 100.8 | 0.7
15: CC(=O)Nc1ccc(S(=O)(=O)Nc2nc3ccccc3nc2Nc2ccccc2)cc1
  -6.1 | 5.4 | 10 | 11 | 98.9 | 28.7 | 11.3 | 97.4 | 0.0 | 99.5 | -0.9
16: CCN(C(=O)CN1CCN(c2ccccc2)CC1)c1c(N)n(Cc2ccccc2)c(=O)[nH]c1=O
  2.8 | -13.3 | 35 | 33 | 102.0 | 11.5 | . | 96.8 | 10.0 | 97.3 | 0.8
17: COc1cc(NC(=O)c2csc3c2CCCC3)ncn1
  15.4 | -10.7 | 10 | 51 | 100.5 | 18.2 | . | 99.8 | -1.0 | 100.6 | 0.1
18: COc1ccc(NC(=O)/C=C/C(=O)O)cc1Cl
  1.9 | -27.4 | 9 | 66 | 97.8 | 10.4 | 13.2 | 102.5 | 2.0 | 107.2 | 1.4
19: CC(C)(C)C(=O)Oc1cc(N)n(S(=O)(=O)c2ccc(F)cc2)n1
  2.2 | -9.2 | 19 | 9 | 96.0 | -7.9 | . | 99.9 | -1.0 | 86.3 | 0.1
20: COc1cc2c3c(c1OC)C1(C=CC(=O)C=C1)CC3N(C(C)=O)CC2 (stereo not given)
  1.9 | -3.9 | 15 | 14 | 102.5 | 8.2 | 18.5 | 98.5 | -5.0 | 100.2 | 0.3
21: CC1c2nc3ccccc3n2C(CC(=O)NCCCN2CCOCC2)C(=O)N1Cc1ccccc1 (stereo not given)
  0.4 | -5.5 | 16 | 64 | 102.1 | 4.5 | 10.2 | 103.1 | -1.0 | 105.1 | 0.4
22: CNc1nc(C)c(C(C)(C)C)s1
  . | -49.4 | 7 | . | 97.1 | 10.2 | 1.1 | ? | . | 95.9 | .
23: CCC(c1nnnn1C(C)(C)CC)N(CCCO)Cc1cc2cccc(C)c2[nH]c1=O (stereo not given)
  5.5 | -21.2 | 31 | 14 | 100.0 | -9.8 | -6.3 | 97.9 | -4.0 | 98.4 | 1.1
24: CCN(CC)CCNC(=O)Cc1nn(CC)c(=O)c2ccccc12
  0.7 | -8.4 | 13 | 23 | 99.4 | 21.5 | -7.6 | 101.8 | 0.0 | 101.1 | 0.2
25: O=C(Cc1coc2cc3c(cc12)CCC3)OCC(=O)N1CCCC1=O
  0.0 | -21.8 | 24 | 7 | 105.9 | -14.6 | . | 106.6 | -1.0 | 105.4 | 0.0
26: O=C(CSc1nnc(-c2cccnc2)n1Cc1ccco1)c1ccc(Br)cc1
  6.5 | -2.1 | 17 | 22 | 100.0 | 15.8 | -25.9 | 100.2 | -4.0 | 101.0 | 2.0
27: COc1ccc(-n2nc(C(=O)N3CCN(c4ccc(F)cc4)CC3)c3ccccc3c2=O)c(OC)c1
  14.5 | -14.2 | 18 | 23 | 99.7 | 4.0 | 9.8 | 105.8 | 5.0 | 104.6 | 9.8
28: Cn1nnnc1SCc1nc2ccccc2[nH]1
  15.5 | 0.5 | 12 | 30 | 102.1 | 4.7 | -21.8 | 99.1 | -3.0 | 102.7 | 0.5
29: O=C(NNS(=O)(=O)c1ccc(F)cc1F)c1csc(-c2cccnc2)n1
  . | 5.0 | 3 | . | 103.5 | 11.5 | 1.9 | ? | . | 105.6 | .
30: COc1cccc(/C=N/NC(=O)C(=O)N/N=C/c2cccc(OC)c2O)c1O
  -0.2 | -70.9 | 8 | 20 | 91.8 | 59.4* | 1.7 | 85.3 | 3.0 | 86.0 | -0.1
31: COCCNC(=S)N/N=C(\C)c1ccccc1F
  0.9 | -32.9 | 7 | 14 | 100.2 | 9.3 | -0.9 | 98.9 | 0.0 | 100.1 | -0.1
32: O=C(Nc1nc2ccccc2s1)c1ccc(N2CCCCC2)c([N+](=O)[O-])c1
  -14.3 | -2.3 | 9 | 10 | 105.1 | 6.7 | . | 103.5 | -5.0 | 105.6 | -1.3
33: Cc1ccc2oc(=O)n(CC(=O)OC(C)C)c2c1
  0.2 | -6.0 | 7 | 20 | 103.0 | 6.2 | . | 103.5 | 7.0 | 103.5 | 0.1
34: O=C(NCc1ccccc1)NC1(C(=O)N2CCN(c3ccccc3)CC2)CCCCC1
  16.9 | -43.0 | 8 | 14 | 97.8 | 0.5 | . | 95.5 | -1.0 | 98.0 | -0.4
35: CCc1cccc(NS(=O)(=O)c2ccc3c(c2)CCC(=O)N3)c1
  2.0 | 15.5 | 11 | 15 | 102.0 | 2.8 | 16.5 | 103.8 | -2.0 | 105.0 | 1.0
36: CCCCn1c(=O)c2c(O)cc(=O)oc2c2ccccc21
  39.6 | -37.2 | 8 | 14 | 102.2 | -154.6 | . | 96.9 | 1.0 | 99.4 | 0.7
37: COc1ccc(OCc2cc(C(=O)O)c(C)o2)cc1
  . | -59.7 | 7 | . | 96.8 | 15.1 | . | ? | . | 98.2 | .
38: CCN(CC)S(=O)(=O)c1cccc(NC2=NCC(C)S2)c1 (stereo not given)
  -0.8 | -27.7 | 10 | 13 | 97.5 | -1.8 | 26.2 | ? | 1.0 | 100.1 | 0.6
39: CC(C)C(OC(=O)c1cccs1)C(=O)NCc1cccs1 (stereo not given)
  5.1 | -8.1 | 13 | 28 | 103.2 | 6.4 | . | 101.5 | -6.0 | 103.4 | 0.9
40: Cc1cc2cc(CNC(=O)C3CC3)ccc2n1C
  26.4 | -8.9 | 28 | 24 | 100.0 | 19.2 | -31.6 | 100.0 | -4.0 | 102.5 | 1.1
41: CCn1c(=S)[nH]c2cc(Cl)ccc21
  . | -37.5 | 9 | . | 97.7 | 13.9 | 20.4 | ? | . | 94.4 | .
42: Cc1ccc(NC(=O)CCCc2nc3ccccc3s2)c(O)c1
  -1.8 | -18.9 | 12 | 16 | 103.1 | 6.6 | -3.1 | ? | -3.0 | 103.7 | -0.4
43: CC(C)OC(=O)CSc1nnc(-c2cnccn2)n1-c1ccccc1
  2.3 | 1.6 | 22 | 11 | 100.3 | 0.7 | . | 103.1 | 1.0 | 100.8 | 0.7
44: CCCn1ncc(CN2CCC(N3CCC(C(=O)N4CCOCC4)CC3)CC2)c1C
  8.1 | -48.1 | 9 | 11 | 97.5 | -0.6 | 22.1 | ? | -1.0 | 99.4 | 0.5
45: CCOC(=O)N1CCN(S(=O)(=O)c2ccc(C(=O)Nc3nnc(C4CC4)o3)cc2)CC1
  0.5 | -11.3 | 5 | 11 | 93.0 | -13.4 | . | 90.3 | -2.0 | 89.7 | 0.2
46: COc1ccc(NC(=O)c2cc(OC)c(OC)c(OC)c2)cc1S(=O)(=O)N1CCCCC1
  2.9 | 37.5 | 15 | 9 | 104.7 | 3.3 | 14.3 | 104.5 | -1.0 | 102.3 | 0.0
47: O=C(NCC(O)CN1CCOCC1)c1ccc([N+](=O)[O-])cc1 (stereo not given)
  3.8 | -0.9 | 5 | 22 | 100.8 | -3.9 | 13.5 | 99.6 | 0.0 | 99.5 | 0.7
48: COC(OC)c1ccnc(-c2ccc(OC(=O)c3cccs3)cc2)n1
  1.5 | -9.3 | 0 | 11 | 15.1* | 9.4 | 0.6 | ? | -2.0 | 23.1* | 0.4
